H9c2 TAG inh – inhibitors of triacylglycerol accumulation, primary screen, cell-based, uHTS, fluorescence, H9c2; H9c2 cells, Nile Red lipid (TAG) fluorescence; cells loaded with 200 µM oleic acid; inhibition, % at 12.5 µM; 230,000 compounds, 0.66% hits;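 active means pattern-corrected inhibition of lipid staining of at least 50% with the nuclear-stain viability signal not falling by more than 50%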;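 further: 0% = DMSO wells and 100% = triacsin C control wells; some results filed as inactive read as strong as hits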
H9c2 TAG inh DAPI viability – also measured in H9c2 TAG inh; calls as there; DAPI nuclei signal change (viability), lower = more cytotoxic, %;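 whole-well DAPI fluorescence read on a plate reader as a viability signal; minus 50 percent equals half of cells still viable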
An asterisk follows results filed as active; & = joins results of further samples. A portion of the library (hit frequency here may not be typical).

A first look:
canonical_smiles	H9c2 TAG inh	H9c2 TAG inh DAPI viability
CC12CC[C@H]3[C@@H](CCC4(O)C[C@H](O)CCC34/C=N/NC(=O)c3ccccc3F)C1(O)CCC2C1=CC(=O)OC1 (stereo not given in full)	0	-3
COc1ccc(-n2c(-c3ccco3)nc3ccccc3c2=O)cc1	2	-3
O=C(c1cc(=O)[nH]c2ccc(Br)cc12)N1CCC2(CC1)OCCO2	-24	0
Clc1cccc(C2NCc3ccccc3-n3cccc32)c1 (stereo not given)	-5	-3
O=c1cccc2n1CC1CC2CN(c2ncnc3c2cnn3-c2ccc(Cl)cc2)C1 (stereo not given)	24	-10

The listing, from the first entry:
canonical_smiles	H9c2 TAG inh	H9c2 TAG inh DAPI viability
CC12CC[C@H]3[C@@H](CCC4(O)C[C@H](O)CCC34/C=N/NC(=O)c3ccccc3F)C1(O)CCC2C1=CC(=O)OC1 (stereo not given in full)	0	-3
COc1ccc(-n2c(-c3ccco3)nc3ccccc3c2=O)cc1	2	-3
O=C(c1cc(=O)[nH]c2ccc(Br)cc12)N1CCC2(CC1)OCCO2	-24	0
Clc1cccc(C2NCc3ccccc3-n3cccc32)c1 (stereo not given)	-5	-3
O=c1cccc2n1CC1CC2CN(c2ncnc3c2cnn3-c2ccc(Cl)cc2)C1 (stereo not given)	24	-10
C[C@@H]1O[C@@H](O[C@H]2C[C@@H](O)[C@]3(CO)[C@H]4[C@H](O)C[C@]5(C)[C@@H](C6COC(=O)C6)CC[C@]5(O)[C@@H]4CC[C@]3(O)C2)[C@H](O)[C@H](O)[C@H]1O (stereo not given in full)	-6	-4
CCc1cc2c(s1)N(CC(=O)OC)C(=O)CN=C2c1ccccc1OC	-32	-2
Cc1ccccc1-n1c(-c2ccc([N+](=O)[O-])cc2)nc2ccccc2c1=O	-5	6
O=C1NC(=O)C2(Cc3ccccc3N3CCCC32)C(=O)N1c1cccc(Cl)c1 (stereo not given)	14	-12
Clc1ccc(C2N3CCCN23)c(Cl)c1 (stereo not given)	3	-1
CCOC(=O)[C@]12Cc3cc4c(cc3[C@H]1N(Cc1ccccc1)C(=O)c1ccccc12)OCO4	-29	-4
COC(=O)c1ccc(-n2c(C)nc3ccccc3c2=O)cc1	18	-2
CN(C)c1ccc(/C=C/C=C2/C(=O)NC(=O)N(c3ccccc3)C2=O)cc1	64	-57
CCOP(=O)(OCC)C(O)c1ccc2c(c1)OCO2 (stereo not given)	-7	7
CCc1cc2c(cc1-c1csc(C/C(N)=N/O)n1)C(C)(C)CCC2(C)C	7	1
Cc1ccc(-n2c(O)c(C=NCC3CCCO3)c(=O)[nH]c2=O)c(C)c1 (stereo not given)	1	-3
C[C@]12CC[C@H](N)CC1=CCC1C2CC[C@@]2(C)C1CC[C@@H]2O (stereo not given in full)	17	-8
CC(C)CNP(=S)(c1ccccc1)C(C)(C)C (stereo not given)	-7	1
CCOC(=O)N(CC)c1ccc(C(O)(C(=O)OCC)C(F)(F)F)cc1 (stereo not given)	-1	-2
O=C(Cc1ccccc1)Oc1cccc(-n2cnnn2)c1	-7	0
COP(=O)(OC)C(NC(=O)/C=C/c1ccccc1)C(Cl)(Cl)Cl (stereo not given)	1	0
CC(=O)OC1CCC2(C)C(CCC3C2CC(=O)C2(C)C3CC(N3CC3)C2C(C)=O)C1 (stereo not given)	1	-5
C[C@]12CCC3C(CC[C@@H]4CC(=O)CC[C@]34C)C1CC[C@@H]2O (stereo not given in full)	2	1
Oc1ccc(Br)cc1CN1CCN(c2ccccc2)CC1	-26	4
CC(=O)OC1CCC2(C)C3CCC4(C)C(OC(C)=O)CCC4C3C(C)C2(O)C1 (stereo not given)	3	8

Later entries
canonical_smiles	H9c2 TAG inh	H9c2 TAG inh DAPI viability
COc1cc(NC(=O)CN2C3CCC2CC(O)(c2cccnc2)C3)cc(OC)c1 (stereo not given)	-3	13
CN(C)c1ccc(/C=C2/C(=O)NC(=O)N(CCc3ccc(F)cc3)C2=O)cc1	1	-7
CCOC(=O)CNC(=O)N1Cc2ccccc2-n2nncc2C1	8	-3
Cc1cc(NCCN)nc2ccccc12	11	6
Cc1ccc(OC(=O)N(C)C[C@@H]2OCc3cnnn3CCCC(=O)N([C@@H](C)CO)C[C@@H]2C)cc1	7	-11
NNC(=O)c1ccc(O)cc1	-6	5
CN(CC(=O)Nc1ccccc1-c1ccccc1)C1CCCCC1	-13	1
CC1CC2(C)C(=CC1=O)CCC1C3CCC(C)(O)C3(C)CC3OC312 (stereo not given)	-5	-13
Cc1c(C=O)c2ccccc2n1Cc1cccc(F)c1	-5	-5
CCOC(=O)c1c(C)n(Cc2ccccc2)c2ccc(OCC(O)Cn3nc(C)cc3C)cc12 (stereo not given)	-26	6
Cc1cc([N+](=O)[O-])c2ccccc2[n+]1[O-]	110	-71
Cn1cc(NC(=O)CCl)cn1	26	-10
Cc1ccc(N)cc1Cl	-31	3
COC(=O)C1=C(c2ccc(S(C)(=O)=O)cc2)C[C@@H]2CC[C@H]1N2C(=O)NC(C)C	-11	5
COP(=O)(OC)C(NC(=O)c1ccc(C)cc1)C(Cl)(Cl)Cl (stereo not given)	-17	3
CN(C)C1=NP(N(C)C)(N(C)C)=NC(c2ccccc2)=N1	2	3
COC(=O)C1=C(c2ccc3ccccc3c2)C[C@@H]2CC[C@H]1N2C(=O)NCc1ccc(F)cc1	-23	-1
CC(=O)N1N=C(c2c(O)n(C)c(=O)n(C)c2=O)CC1c1ccccc1 (stereo not given)	-3	-4
CCOc1ccc(CN2CCCC(C(=O)c3ccccc3OC)C2)cc1 (stereo not given)	-24	14
CC(NC(=O)N1CC1(C)C)c1ccccc1 (stereo not given)	10	0
Cc1cc(CN(C)C)c(OC(=O)N(C)C)cc1C	-4	0
CCC(COC(=O)c1cc(OC)c(OC)c(OC)c1)(c1ccccc1)N(C)C (stereo not given)	1&-6	-3&19
COc1ccc(-n2c(-c3ccccc3)nc3ccccc3c2=O)cc1	-4	-2
CCCn1c(C(=O)c2ccccc2)nc2ccccc21	-32	-2
CCN1CCN(C(=O)COc2ccc(S(=O)(=O)Nc3ccc(Cl)cc3)cc2)CC1	-3	-5

(more compounds)
canonical_smiles	H9c2 TAG inh	H9c2 TAG inh DAPI viability
COC(=O)C1=C(c2cccc(OC)c2OC)C[C@@H]2CC[C@H]1N2C(=O)NCc1cccc2ccccc12	-4	-8
CN(C)C1=NC(N(C)C)=NP(N(C)C)(N(C)C)=N1	8	-5
O=C(NCC1=C(c2ccc3ccccc3c2)C[C@@H]2CC[C@H]1N2Cc1ccco1)c1cccnc1	3	7
Nc1ccc(S(=O)(=O)N2CCCCC2c2cccnc2)cc1 (stereo not given)	11	4
CC(=O)[C@@]1(O)CCC2C3CC=C4C[C@@H](O)CC[C@]4(C)C3CC[C@@]21C (stereo not given in full)	5	4
CCCC1(CC(C)C)C(=O)NC(=S)NC1=O	-11	6
CS(=O)(=O)CCN1CC2CCCC(C2)C1	-2	5
COc1ccc(CCN)cc1O	-9	11
CCCCC1(CCC)C(=O)NC(=S)NC1=O	-6	7
COc1ccc(C(=O)N2CCOCC2)cc1S(=O)(=O)N1CCC(C)CC1	-7	2
CCCCCCCCCCOC(=O)CCN1CC1	-23	14
Cc1cc(S(=O)(=O)NCC(C)C)ccc1OCC(=O)N1CCN(Cc2ccccc2)CC1	6	-3
O=C(Cc1ccccc1)N1CCN(Cc2cccc(Cl)c2)CC1	-9	1
C=CCn1c(O)c(C(CC)=Nc2ccc(NC(C)=O)cc2)c(=O)[nH]c1=O	-12	7
O=Cc1cn(Cc2ccccc2[N+](=O)[O-])c2ccccc12	-12	-10
CC(=O)C1CCC2C3C(N4CC4)CC4=CC(=O)CCC4(C)C3CCC12C (stereo not given)	7	-1
Cc1ccc(CN2CCC3CCC(C3)C2)c(O)c1 (stereo not given)	-9	1
Cc1ccc(-n2c(O)c(C=NCc3ccccn3)c(=O)[nH]c2=S)cc1	-2	-1
CCOP(=O)(OCC)c1cc(C)c(O)c(C(C)(C)C)c1	-35	-1
CC(C)c1ccc(NC(=O)CSc2nnc(OC(=O)N(C)C)n2C2CC2)cc1	3	8
O=C1NC(=O)C2C1C1(Cl)C(Cl)=C(Cl)C2(Cl)C1(Cl)Cl (stereo not given)	-8	3
O=[N+]([O-])c1ccc(NCCCN2CCOCC2)c2ncccc12	-22	5
O=C1NC(=O)C(CCOc2ccccc2)(CCc2ccccc2)C(=O)N1	-6	1
COc1cccc(C(=O)C2CCCN(Cc3ccc4nonc4c3)C2)c1 (stereo not given)	-17	12
O=C(Cc1ccccc1)N1CCN(Cc2cccnc2)CC1	12	-10

Structures from the list above with a nitro group on carbon (4):
canonical_smiles	H9c2 TAG inh	H9c2 TAG inh DAPI viability
Cc1ccccc1-n1c(-c2ccc([N+](=O)[O-])cc2)nc2ccccc2c1=O	-5	6
Cc1cc([N+](=O)[O-])c2ccccc2[n+]1[O-]	110	-71
O=Cc1cn(Cc2ccccc2[N+](=O)[O-])c2ccccc12	-12	-10
O=[N+]([O-])c1ccc(NCCCN2CCOCC2)c2ncccc12	-22	5

(listing goes on)
canonical_smiles	H9c2 TAG inh	H9c2 TAG inh DAPI viability
C[C@@H]1CN([C@@H](C)CO)C(=O)CCCn2nncc2CO[C@@H]1CN(C)C(=O)Oc1cccc2ccccc12	-14	2
CC(=C1C(=O)c2ccccc2C1=O)N1CCN(CCN=Cc2c(O)n(C)c(=O)n(C)c2=O)CC1	3	-1
COc1ccc(C(CC(C)=O)c2c(O)c3ccccc3oc2=O)cc1OC (stereo not given)	5	-15
O=C(COc1ccc(Cl)cc1)N(c1ccc(Cl)cc1)C1CN2CCC1CC2 (stereo not given)	34	-13
COc1ccc2c(c1OC)CN1CCc3cc4c(cc3[C@H]1C2)OCO4	-22	13
COC(=O)C1=C(c2ccccc2)C[C@@H]2CC[C@H]1N2C	1	-1
O=C(c1cccs1)N1CCC(C(=O)O)(c2ccccc2)CC1	5	-5
CC(=O)OC1C2CCC1C(N1CCCCC1)CC2 (stereo not given)	1	9
COCc1cc(OC(=O)N(C)C)nc2c1c(C)nn2C	1	3
C[C@]12CCC3C(CC[C@H]4C[C@H](O)CC[C@]34C)C1C[C@@H](O)[C@H]2O (stereo not given in full)	8	-4
COc1ccccc1CN1CCN(Cc2ccc(Cl)cc2)CC1	0	7
C[C@]12CC[C@H](O)C[C@@H]1CC[C@H]1[C@H]3CCC(=O)[C@@]3(C)CC[C@@H]12	3	6
CN(C)CCCN=Cc1c(O)n(CCc2ccc(F)cc2)c(=O)[nH]c1=O	13	-7
COc1cccc(C)c1NC1=NCCO1	5	2
CC1CC(C)CN(C(=O)COC(=O)c2cn(C)c3ccccc23)C1 (stereo not given)	5	-2
CCOc1ccc(-n2c(-c3cccs3)nc3ccccc3c2=O)cc1	-37	-2
COC(=O)C1=C(c2ccc(F)cc2OCc2ccccc2)C[C@@H]2CC[C@H]1N2C(=O)NCCN1CCOCC1	-2	9
COC(=O)C1=C(c2ccc(OC)c(OC)c2)C[C@@H]2CC[C@H]1N2C(=O)N1CCc2cc(OC)c(OC)cc2C1	21	0
Cn1c(=O)oc(=O)c2ccccc21	0	2
O[C@H]1C2CCC1C(N1CCCCC1)CC2 (stereo not given in full)	5	-9
Clc1ccc(Cn2ccnc2)cn1	5	-4
Cc1cccc(OCC(=O)N2CCN(Cc3cccnc3)CC2)c1	5	-6
CC1CN=C(Nc2cccc3ccccc23)S1 (stereo not given)	5	-2
Cc1ccsc1C(=O)C1CCCN(Cc2cccc(OCCO)c2)C1 (stereo not given)	-5	7
COC(=O)C1=C(c2ccc(F)cc2F)C[C@@H]2CC[C@H]1N2C(=O)N1CCC(C)CC1	-15	7

Continued:
canonical_smiles	H9c2 TAG inh	H9c2 TAG inh DAPI viability
CC(=O)N1N=C(c2cccnc2)OC1c1ccccc1Cl (stereo not given)	3	-3
O=C1NC2C(O)C(O)C(O)C(O)C2c2cc3c(c(O)c21)OCO3 (stereo not given)	100	-55
O=P(N1CC1)(N1CC1)N1CCc2ccccc21	6	-3
O=C1NC(=O)C(=Cc2ccc(N3CCOCC3)o2)C(=O)N1	-5	-5
COC(=O)C1=C(c2ccccc2OCc2ccccc2)C[C@@H]2CC[C@H]1N2C(=O)NCc1cccc(F)c1	33	6
NC(=O)CN1C2CCC1CC(NC(=O)C1CC1)C2 (stereo not given)	17	-8
COc1ccc(C(=O)C2CCCN(CC3CCCCC3)C2)cc1OC (stereo not given)	-6	10
COc1ccc(CCNC2CCCCCC2)cc1	-2	3
COc1ccc(C(CN(C)C)C2(O)CCCCC2)cc1 (stereo not given)	7	-9
CCC[N+]12CCC(CC1)C(C(O)(c1ccccc1)c1ccccc1)C2 (stereo not given)	-5	9
ClC1=CCC2CN(CCN3CCCCC3)CC2C1 (stereo not given)	-5	21
COC(=O)C1=C(c2cccc(OC)c2OC)C[C@@H]2CC[C@H]1N2C(=O)NCCCOC(C)C	-7	3
COC(=O)C(O)(c1ccc(N(C)C)cc1)C(F)(F)F (stereo not given)	0	-6
Cn1c(O)c(/C=C2/C=CC=N2)c(=O)[nH]c1=O	21	-3
C#CCOC(=O)C1=CCCN(C)C1	2	0
CN1CCN(c2nc([N+](=O)[O-])nn2C)CC1	3	3

Looked up above:
Reading of `Cc1c(C=O)c2ccccc2n1Cc1cccc(F)c1` under H9c2 TAG inh: -5
Reading of `CC(=O)OC1CCC2(C)C3CCC4(C)C(OC(C)=O)CCC4C3C(C)C2(O)C1` (stereo not given) under H9c2 TAG inh: 3

Source: PubChem BioAssay
